Compound activity as filed in PubChem BioAssay.
ERAP1 inh – blocks human ERAP1 aminopeptidase activity. actives 0.15% (n = 340,000). AID 652197. Q9NZ08. inhibition, % at 10.7 µM. recombinant ERAP1, Leu-AMC fluorescence, 60 min;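 active = mean replicate inhibition of at least 30%, or all replicates individually reaching that 30% level; inactive = mean below 30% and not every replicate reaching it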;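 also: 0% = neutral control wells and 100% = L-leucinethiol positive control wells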
RAD54 inh – blocks human RAD54 Holliday junction branch migration | FAM/BHQ fluorescence | inhibition, % at 10.4 µM | actives 0.14% (n = 360,000);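 active = mean normalized replicate activity at least 40 and at least half of replicates scoring 40 or more; inconclusive = only one of the two criteria met; inactive = mean below 40 and under half of replicates reaching 40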;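 also: 0% = median of neutral control wells and 100% = median of positive control wells; inhibitors cause a drop in the FAM fluorescence signal; in these data hits start at about 50%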
Xi reactivation – X-chromosome reactivation activator; activation, % at 7.58 µM; AID 743238; XiGFP mouse fibroblasts, % GFP-positive cells imaging, 3 d; cells co-treated with 5-aza-dC sensitizer; scaled so ellipticine positive control = 100%; actives 0.055% (n = 360,000);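 active = mean normalized replicate activation at least 10% and every replicate at or above 10%; inconclusive = only one of the two criteria met; inactive = mean below 10% and not all replicates reach 10%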;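 also: 0% = median of on-plate neutral control wells and 100% = ellipticine 6 µM median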
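System: SV40-immortalized XiGFP fibroblast cells, line 68-5-11 / Incubation: 3-day compound exposure, then 15 min fixation at room temperature / Compound: single concentration per compound, delivered by pin transfer / Buffer or medium: DMEM plus 5-aza-dC sensitizer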
RAD52 inh – RAD52 (human) annealing inhibition; recombinant RAD52 DNA annealing, FRET fluorescence; actives 0.46% (n = 360,000); P43351; inhibition, % at 18.7 µM; AID 651710;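 active = every replicate showing at least 50% inhibition; inconclusive = mean inhibition at least 50% but not in every replicate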
Target sequence (P43351 whole entry, looked up): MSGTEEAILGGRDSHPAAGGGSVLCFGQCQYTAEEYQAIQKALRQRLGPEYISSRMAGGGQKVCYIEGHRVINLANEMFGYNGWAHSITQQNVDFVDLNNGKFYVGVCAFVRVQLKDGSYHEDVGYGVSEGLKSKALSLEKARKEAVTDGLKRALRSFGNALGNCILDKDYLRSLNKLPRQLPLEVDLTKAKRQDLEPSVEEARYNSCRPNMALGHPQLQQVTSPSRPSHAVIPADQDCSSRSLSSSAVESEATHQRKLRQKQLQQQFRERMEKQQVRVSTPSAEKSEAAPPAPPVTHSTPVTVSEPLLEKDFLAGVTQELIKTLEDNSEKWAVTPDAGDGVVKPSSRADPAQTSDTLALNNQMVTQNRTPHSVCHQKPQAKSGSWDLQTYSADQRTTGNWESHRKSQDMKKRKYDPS
ERp5 block – blocks human ERp5 reductase activity on insulin; Q15084; actives 0.05% (n = 350,000); ERp5 insulin aggregation, absorbance 650 nm, 90 min; inhibition, % at 9.99 µM;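 active = mean replicate inhibition above about 25%, with every replicate also reaching it, limit read from the data, passing the limit was not always enough; inconclusive = only one of those two criteria met; inactive = neither criterion met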
Target sequence (Q15084 whole entry, looked up): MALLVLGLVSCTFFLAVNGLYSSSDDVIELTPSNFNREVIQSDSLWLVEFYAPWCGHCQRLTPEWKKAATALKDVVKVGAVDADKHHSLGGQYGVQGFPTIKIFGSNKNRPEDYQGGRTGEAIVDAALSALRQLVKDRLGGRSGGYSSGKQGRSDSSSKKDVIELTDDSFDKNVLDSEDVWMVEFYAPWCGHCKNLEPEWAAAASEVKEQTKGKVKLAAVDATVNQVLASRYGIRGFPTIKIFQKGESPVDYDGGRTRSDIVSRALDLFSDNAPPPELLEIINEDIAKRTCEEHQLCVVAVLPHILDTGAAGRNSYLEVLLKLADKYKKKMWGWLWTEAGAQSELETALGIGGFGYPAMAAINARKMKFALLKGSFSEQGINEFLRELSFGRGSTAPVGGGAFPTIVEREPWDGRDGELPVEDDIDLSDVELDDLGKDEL
S100A4 inh HTS – S100A4-myosin IIA interaction inhibition. P26447. S100A4/TAMRA-MyoIIA peptide fluorescence polarization. inhibition, % at 10.7 µM. actives 0.14% (n = 360,000);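 active = mean inhibition of at least 70% across replicates, with every replicate also reaching that level; inconclusive = mean inhibition reaches 70% but some replicates fall short; inactive = mean inhibition below 70%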
Target sequence (P26447 whole entry, looked up): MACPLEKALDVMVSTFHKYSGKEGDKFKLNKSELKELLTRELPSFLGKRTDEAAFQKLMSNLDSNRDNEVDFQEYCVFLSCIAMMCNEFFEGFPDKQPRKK
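Test system: S100A4 monomer protein. Medium: HEPES buffer with Ca2+, pH 7.2. Reagent: fluorescent myosin IIA peptide, 5 nM. Compound dosing: single-point compound testing. Timing: 5 min between mix addition and reading. Benchmarks: DMSO neutral and TFP positive wells.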
esBAF inh – SWI/SNF esBAF complex inhibition. mouse ES cells, Bmi1-luciferase knock-in reporter, 24 h; 100% = twice the neutral-well signal. reporter increase, % at 12.5 µM. actives 2% (n = 350,000). AID 602393; in the data active = activation above about 40%; inconclusive = no clear call, values can overlap the other calls;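 also: 0% = median of the plate's neutral control wells and 100% = double that signal; a rise in the Bmi1 reporter signal indicates esBAF inhibition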
E-sel inducer – induces E-selectin expression in human endothelial cells | P16581 | HUVEC E-selectin immunofluorescence imaging; normalized: neutral wells 0, TNF-alpha wells 100 | activation, % at 7.58 µM | actives 0.37% (n = 260,000);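 active = mean E-selectin-positive cell signal at least 10% of the positive control, reached in at least 60% of replicates, without over 20% cell loss; inconclusive = no rule given, readout overlaps actives, possibly toxicity-flagged; inactive = the rest, including those meeting only one limit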;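 also: in these data hits start at about 27%; measured in HUVEC primary endothelial cells; signal is the percent of cells scored E-selectin positive by PE staining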
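material = human umbilical vein endothelial cells (HUVEC), E-selectin induction | quantity = 3,000 cells/well | medium = EGM-2 growth medium on 0.1% gelatin-coated wells | technique = immunofluorescence imaging | read-out basis = % PE-positive cells | control set = TNF-alpha positive control, DMSO neutral control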
The depositor's hits bear a star; ? = inconclusive; · = no result given.

SMILES	ERAP1 inh	RAD54 inh	Xi reactivation	RAD52 inh	ERp5 block	S100A4 inh HTS	esBAF inh	E-sel inducer
Cc1ccc[n+](CC(=O)c2ccc(-c3ccccc3)cc2)c1	-2	4	0.2	49	4	-6	·	0.1
Cc1ccccc1C(=O)Nc1ccnc(-c2ccncc2)n1	-4	·	0.0	-6	-1	-5	·	4.0
CSc1nc(-c2ccc(Cl)cc2Cl)[nH]c(=O)c1C#N	9	-7	1.0	10	3	-1	1	·
O=C(CCc1ccccc1)NNC(=O)CCc1ccccc1	-3	-7	-0.1	-12	1	-2	-2	0.0
Cc1ccc(C2(c3ccccc3)NC(=O)N(CC(=O)NC3CCS(=O)(=O)C3)C2=O)cc1C (centres undefined)	4	12	-1.0	-2	9	-7	-5	0.5
COc1cc(C(=O)OC2CCOC2=O)c([N+](=O)[O-])cc1OC (centres undefined)	3	-7	0.3	-13	?	-4	2	·
O=C(c1ccc2c(c1)OCO2)N1CC(=O)N2[C@H](C1)[C@@H](c1ccc(C#Cc3ccccc3)cc1)[C@@H]2CO	-2	·	0.1	3	-10	7	·	1.2
O=C(NNC(=O)c1ccc(S(=O)(=O)N2CCOCC2)cc1)c1ccccc1	-1	-6	0.1	-5	1	0	-5	·
COc1ccc2c(c1)C(=O)N(Cc1ccccc1)C(=O)C2(C)C	-3	·	0.0	-15	-1	-5	-1	3.7
CC(=O)Nc1ccc(C(=O)OCC(=O)/C(C#N)=C(\C)N)cc1	2	·	-0.1	-13	5	-5	·	·
CC(Sc1nnnn1C1CCCCC1)C(=O)O (centres undefined)	2	·	0.4	-11	-4	-4	·	·
CCCCCN1CC(O)=C(c2nc3ccccc3[nH]2)C1=N	0	·	0.0	4	7	-10	·	-0.4
CCC(=O)c1cn(CC(=O)Nc2c(C)cccc2C)c2ccccc12	0	5	-0.2	-12	-2	-4	1	·
CC(C)c1ccc(NC2CCCN(C(=O)c3ccc(N4CCOCC4)cc3)C2)cc1 (centres undefined)	-2	13	0.0	5	8	-11	·	-0.4
COCCNC(=O)C1(C)CCCN(Cc2cc3ccccc3o2)C1 (centres undefined)	12	5	0.0	-11	5	-2	-11	0.0
CC(C)CCNC(=O)C(=O)Nc1ccc2c(c1)N(S(=O)(=O)c1cccs1)CCC2	1	·	0.6	-1	9	-2	2	1.9
Cc1noc(C)c1S(=O)(=O)N(C)C[C@H]1Oc2c(NC(=O)C3CCCCC3)cccc2C(=O)N([C@@H](C)CO)C[C@H]1C	3	8	-1.0	13	-9	-1	3	0.3
C[C@@H]1CN([C@@H](C)CO)C(=O)Cc2cc(NC(=O)CCCCCC(=O)Nc3ccccc3N)ccc2O[C@@H]1CN(C)C(=O)Nc1ccc2c(c1)OCO2	1	0	0.0	0	1	27	-3	181*
CCCn1ncc([C@@H]2C[C@H]3CN(Cc4cccc(Cl)c4)C(=O)[C@]34CCCN24)c1C	-3	·	0.0	-44	0	-10	·	·
O=C(CN(Cc1ccc(F)cc1)C(=O)CNS(=O)(=O)c1ccccc1)NCc1ccco1	1	1	0.1	-10	-6	5	-4	·
Cc1ccc(-n2c(SCC(=O)N/N=C/c3c(C)nn(-c4ccccc4)c3C)nc3ccccc3c2=O)cc1	-1	·	-0.6	5	0	1	·	-1.7
COc1ccccc1NC(=O)Nc1cccc(C(=O)O)c1	-9	·	0.4	-7	-3	-2	0	·
O=C(/C=C/c1ccccc1)Nc1cccc(C(=O)N2CCCCC2)c1	-1	0	0.0	-6	-1	-2	35	0.0
CN(C)CCCNC(=O)CC1C[C@H](C(=O)N2CCCCC2)[C@@]2(CCc3ccccc3)c3[nH]c4ccccc4c3CCN2C1=O (some centres undefined)	2	6	0.3	-14	-5	7	-3	-0.6
COc1ccccc1CNC(=S)NC1CCCC1	-6	-4	0.2	-15	2	2	·	0.1
O=C(c1ccccn1)N1C[C@@H]2[C@H](c3ccccc31)[C@H](CO)N2C(=O)Nc1ccccc1	-1	9	0.2	-3	-9	-27	-5	1.4
O=C(CSc1n[nH]c(-c2ccccc2F)n1)NCC(=O)Nc1ccc(F)c(F)c1F	2	·	0.1	2	-11	-3	·	1.2
Cn1nc(-c2ccccc2)c2cc(C(=O)O)sc21	7	-20	0.0	-13	8	-3	-10	·
COc1ccc(-c2ccc3n(c2=O)C[C@H]2[C@H](CO)[C@@H](C(=O)N4CCOCC4)N[C@@H]32)cc1	-3	9	-0.1	-13	0	0	2	0.1
C[C@@H]1CN([C@@H](C)CO)C(=O)Cc2cc(NS(=O)(=O)c3ccccc3)ccc2O[C@H]1CN(C)Cc1ccccc1	0	-9	-1.1	-10	16	24	-6	-0.4
CCC(Cc1ccccc1)NC(=O)Cn1ncc2ccsc2c1=O (centres undefined)	-8	4	0.4	-9	3	-4	-5	·
COc1ccc(-n2c(=O)c3c(C)c(C)sc3n(Cc3cccc(F)c3)c2=O)c(OC)c1	·	·	0.4	-11	6	-6	·	-0.2
COCCN1C(=O)CCC1(C)C(=O)NC(C)(C)C (centres undefined)	-6	5	0.1	-3	4	-5	1	-0.2
CC(C)c1ccc(/C=C/C(=O)NCCCN2CCOCC2)cc1	2	·	-0.1	-14	1	4	-9	-0.5
COc1ccccc1CN(C)C(=O)c1cc(-c2cccs2)nc2ccccc12	-1	-6	0.4	-28	1	-2	-1	·
CCC(=O)N1C[C@@H](C)[C@@H](OC)CN(C)C(=O)c2cc(NC(=O)NC(C)C)ccc2OC[C@H]1C	-2	6	-0.1	3	0	0	3	-0.2
CN(C)CC(=O)N[C@H]1C[C@@H]2O[C@H](CO)CC[C@@H]2O[C@@H]1CCc1ccc(C#Cc2ccccc2)cc1	-2	·	·	60*	24	-3	·	·
CC(C)CC1C(=O)N(Cc2cn(Cc3ccco3)nn2)CCS(=O)(=O)N1Cc1ccc(-c2ccc(Cl)cc2)cc1 (centres undefined)	-3	·	0.0	-7	-3	-5	4	·
CCC(=O)Nc1ccc2c(c1)OC[C@@H](C)N(C(C)=O)C[C@H](C)[C@H](OC)CN(C)C2=O	1	4	0.3	1	0	10	-3	0.1
CN1C(=O)c2cc(NC(=O)c3ccc(F)cc3)ccc2OC[C@@H]2O[C@H](CC(=O)NCC3CCCCC3)CC[C@H]21	-1	-3	0.0	-7	0	-3	4	0.1
COc1ccc(CNC(=O)CN2CCC(NC(=O)c3cccc(OC)c3)CC2)cc1	3	-4	0.0	3	1	0	-5	·
COc1cccc2c1-c1c(C(=O)O)cccc1C2=O	-2	-3	0.0	-4	-4	3	-3	0.2
CCOC(=O)Cc1csc(NC(=O)CSc2nnc3ccccn23)n1	-2	·	0.0	8	-2	-7	·	·
Cc1ccc(C)c(NC(=O)CSc2nc3c(oc4ccccc43)c(=O)n2-c2ccccc2)c1	-4	5	0.0	-15	-7	-13	-1	·
COc1ccccc1NS(=O)(=O)c1ccc(C)c(NC(=O)NCCCl)c1	2	-17	0.0	4	1	2	2	1.0
CCOc1cc(N2CCOCC2)c(OCC)cc1NC(=O)c1cnccn1	1	4	-0.1	-16	3	3	-11	0.0
CO[C@H]1CN(C)C(=O)c2cc(NC(=O)c3cccc(F)c3)ccc2OC[C@@H](C)NC[C@H]1C	-4	-3	-0.1	7	2	7	2	0.1
O=C(Nc1ccc(F)c(Cl)c1)Nc1cnccn1	-2	·	0.1	-17	-1	-7	·	·
C[C@@H]1CN([C@@H](C)CO)C(=O)Cc2cc(NC(=O)Cc3ccccc3)ccc2O[C@@H]1CN(C)S(C)(=O)=O	-2	-5	0.4	8	0	0	3	-3.4
Cc1cccc(C)c1NC(=O)COC(=O)c1c2c(nc3ccccc13)/C(=C\c1ccc3c(c1)OCO3)CCC2	5	·	0.0	-22	0	3	·	·
CCc1ccc(-c2cc3c(=O)n(CC(=O)N4CCCC4)nc(C)n3n2)cc1	1	14	0.0	-12	-9	-1	14	·
COc1ccccc1CC(=O)NCC(c1ccco1)N1CCCCC1 (centres undefined)	4	·	0.2	-14	-2	-9	·	0.1
COc1cccc(CNC(=O)C2CCC(=O)N(CCc3cccc(F)c3)C2)c1 (centres undefined)	1	-3	0.0	2	1	-3	-5	0.3

Grouped by structure, those above containing a halogen
SMILES	ERAP1 inh	RAD54 inh	Xi reactivation	RAD52 inh	ERp5 block	S100A4 inh HTS	esBAF inh	E-sel inducer
CSc1nc(-c2ccc(Cl)cc2Cl)[nH]c(=O)c1C#N	9	-7	1.0	10	3	-1	1	·
CCCn1ncc([C@@H]2C[C@H]3CN(Cc4cccc(Cl)c4)C(=O)[C@]34CCCN24)c1C	-3	·	0.0	-44	0	-10	·	·
O=C(CN(Cc1ccc(F)cc1)C(=O)CNS(=O)(=O)c1ccccc1)NCc1ccco1	1	1	0.1	-10	-6	5	-4	·
O=C(CSc1n[nH]c(-c2ccccc2F)n1)NCC(=O)Nc1ccc(F)c(F)c1F	2	·	0.1	2	-11	-3	·	1.2
COc1ccc(-n2c(=O)c3c(C)c(C)sc3n(Cc3cccc(F)c3)c2=O)c(OC)c1	·	·	0.4	-11	6	-6	·	-0.2
CC(C)CC1C(=O)N(Cc2cn(Cc3ccco3)nn2)CCS(=O)(=O)N1Cc1ccc(-c2ccc(Cl)cc2)cc1 (centres undefined)	-3	·	0.0	-7	-3	-5	4	·
CN1C(=O)c2cc(NC(=O)c3ccc(F)cc3)ccc2OC[C@@H]2O[C@H](CC(=O)NCC3CCCCC3)CC[C@H]21	-1	-3	0.0	-7	0	-3	4	0.1
COc1ccccc1NS(=O)(=O)c1ccc(C)c(NC(=O)NCCCl)c1	2	-17	0.0	4	1	2	2	1.0
CO[C@H]1CN(C)C(=O)c2cc(NC(=O)c3cccc(F)c3)ccc2OC[C@@H](C)NC[C@H]1C	-4	-3	-0.1	7	2	7	2	0.1
O=C(Nc1ccc(F)c(Cl)c1)Nc1cnccn1	-2	·	0.1	-17	-1	-7	·	·
COc1cccc(CNC(=O)C2CCC(=O)N(CCc3cccc(F)c3)C2)c1 (centres undefined)	1	-3	0.0	2	1	-3	-5	0.3

Exported as comma-separated lines: entries from further up.
SMILES,ERAP1 inh,RAD54 inh,Xi reactivation,RAD52 inh,ERp5 block,S100A4 inh HTS,esBAF inh,E-sel inducer
CC(Sc1nnnn1C1CCCCC1)C(=O)O (centres undefined),2,·,0.4,-11,-4,-4,·,·
CCCCCN1CC(O)=C(c2nc3ccccc3[nH]2)C1=N,0,·,0.0,4,7,-10,·,-0.4

Random draw from the library (roughly 2.5% active in at least one column).
